Screening results from PubChem.
mcGAS lum: mouse cGAS inhibition by luminescence; Q8C6L5; recombinant cGAS, Kinase-Glo ATP depletion luminescence; inhibition, % at 12.5 µM; 0.15% of 160,000 active;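 also: 0% = negative control wells and 100% = reference inhibitor with no enzyme activity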
NPYLR7 ag: activates Aedes aegypti NPYLR7 receptor; activation, % at 10 µM; 0.15% of 270,000 active; HEK293T NPYLR7/Galpha15, GCaMP6s calcium fluorescence; in the data active = activation above about 40%;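 also: 0% = vehicle and 100% = reference agonist at the receptor; some compounds past the cut are filed as inactive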
hcGAS lum: blocks human cGAS activity | recombinant h-cGAS, ATP depletion, Kinase-Glo luminescence | Q8N884 | AID 1259398 | inhibition, % at 12.5 µM | 0.081% of 290,000 active;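 also: 0% = vehicle reaction and 100% = reaction without DNA for no activity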
Target sequence (Q8N884 whole entry, looked up): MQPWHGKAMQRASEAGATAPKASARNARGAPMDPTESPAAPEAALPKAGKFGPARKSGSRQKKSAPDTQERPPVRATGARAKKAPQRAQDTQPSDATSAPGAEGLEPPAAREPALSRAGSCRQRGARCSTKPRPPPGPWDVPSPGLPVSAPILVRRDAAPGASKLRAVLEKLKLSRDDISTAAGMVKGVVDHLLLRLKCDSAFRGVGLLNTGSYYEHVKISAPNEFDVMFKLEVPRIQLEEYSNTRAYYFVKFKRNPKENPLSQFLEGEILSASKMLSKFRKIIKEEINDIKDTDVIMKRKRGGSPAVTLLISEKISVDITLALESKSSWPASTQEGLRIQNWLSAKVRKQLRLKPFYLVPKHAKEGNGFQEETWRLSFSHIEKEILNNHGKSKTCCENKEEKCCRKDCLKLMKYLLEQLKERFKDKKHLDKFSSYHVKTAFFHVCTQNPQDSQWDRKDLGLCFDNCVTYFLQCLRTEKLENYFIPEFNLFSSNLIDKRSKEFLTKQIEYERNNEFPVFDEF
Numbers without * were called inactive; . = not tested or not shown; & = joins results of further samples. Rule as the data show it, unless noted: active = inhibition above about 40%; inactive = the rest.

structure	NPYLR7 ag	hcGAS lum	mcGAS lum
CCOc1ccc(Cl)cc1CN(C)C(=O)CC(=O)Nc1ccccc1C	-4	0	2
Cc1cccc(-c2cc(N)n(-c3ccc(C(=O)NC(c4ccccc4)c4ccccn4)cc3)n2)c1 (stereo unspecified)	1	-3	-4
C=CCN(CC(=O)N1CCc2sccc2C1COc1ccc(C)cc1C)C(=O)NC(C)(C)C (stereo unspecified)	-3	-1	-3
COc1cccc(C(CN2CCN(C(=O)c3c(Cl)cccc3Cl)CC2)OCc2cccc(Cl)c2)c1 (stereo unspecified)	.	-4	-7
N#CCCn1cnc2sc3c(c2c1=O)CCCC3	5	-7	-5
Cc1nn(-c2ccccc2)c2nc(C3CCOCC3)nc(N3CCN(C(=O)c4ccc([N+](=O)[O-])cc4)CC3)c12	.	1	0
Cn1[nH]c(=O)nc1SCc1cccc(C(F)(F)F)c1	6	-9	-5
CC(=O)N1C(=O)/C(=C2\SC(=S)N(CCCCCC(=O)O)C2=O)c2ccccc21	-6	7	-5
O=C1CN(c2ccc(NC(=O)C3CC(c4ccc(Cl)s4)=NO3)cc2Cl)CCN1 (stereo unspecified)	-3	3	.
COC(CNC(=O)NCc1cccc(CO)c1)c1ccc(Cl)cc1 (stereo unspecified)	-1	-1	-9

More entries follow.
structure	NPYLR7 ag	hcGAS lum	mcGAS lum
Cc1ccc(Cn2c(SCCN3CCOCC3)nc3ccccc3c2=O)cc1	-2	-5	-6
COc1ccc(S(=O)(=O)NC(C)c2ccccn2)cc1 (stereo unspecified)	8	-2	-6
CCC1SC(=Nc2ccc(Br)cc2)NC1=O (stereo unspecified)	-8	-12	.
CCCCCN1N=C(c2ccc(F)cc2)Cn2c1nc1c2c(=O)n(C)c(=O)n1C	4	-1	.
Cc1ccc(-n2nnnc2CNS(=O)(=O)c2ccccc2)cc1	3	-4	-8
O=S(=O)(NNc1ccccn1)c1cccc(Cl)c1Cl	4	-5	.
CCc1nc(C)nc(N2CCN(S(=O)(=O)CC)CC2)c1Cc1ccc(F)cc1	.	-7	-7
CCOC(=O)CCc1c(C)nc2ncnn2c1N1CCN(C(=O)COC)CC1	.	-1	-5
CCc1nc2c(OCC3CCCCC3)cccn2c1N(C)C(=O)c1ccco1	7	-5	-5
CCOc1ccc(N2C(=O)CC(N3CCN(CCO)CC3)C2=O)cc1 (stereo unspecified)	-4	-7	-5

(more compounds)
structure	NPYLR7 ag	hcGAS lum	mcGAS lum
COCCn1c(=NC(=O)c2ccc(Br)s2)sc2cc(S(C)(=O)=O)ccc21	2	-3	.
N#CCCN(Cc1ccccc1)C(=O)c1ccc(-n2nc(-c3cccc(Cl)c3)cc2N)cc1	1	-5	-5
O=C(NCCc1c[nH]c2ccccc12)C1CCC(=O)N(CCc2cccc(F)c2)C1 (stereo unspecified)	4	-8	.
Cc1ccc(Oc2cnn(C)c(=O)c2Nc2cccc(C(=O)NCc3ccco3)c2)c(C)c1	-1	-1	-5
COc1cccc2c1N(C(=O)CCNC(=O)c1cccs1)CCC2	0	-3	.
Cc1nc(CN2CCN(C(=O)c3cnn(Cc4ccccc4)c3)CC2)no1	-5	-6	-12
COc1ccc(NC(C)=O)cc1NC(=O)Cc1coc2c(C)c(C)ccc12	7	-11	.
Cc1ccccc1CC1(CO)CCCN(CC#Cc2ccccc2)C1 (stereo unspecified)	-1	0	-2
Cc1ccc(CC(=O)Nc2ccc(C3=NNC(=O)CC3)cc2)cc1	-7	-1	.
CCc1cccc2c(C(CC(=O)NCCc3ccc(OC)c(OC)c3)c3cccc([N+](=O)[O-])c3)c[nH]c12 (stereo unspecified)	-9	-5	-4

Going on with the list:
structure	NPYLR7 ag	hcGAS lum	mcGAS lum
O=C(Oc1coc(CSc2ncccn2)cc1=O)c1cc(Cl)ccc1Cl	-12	-7	-8
Cc1ccccc1-c1cc(C(=O)NCC2CCOC2)c2cnn(C(C)C)c2n1 (stereo unspecified)	6	-7	.
CC(=O)Nc1ccc(NC(=O)CCn2c(=O)oc3ccccc32)cc1	5	-5	.
Cc1ccc(-c2nc(CO/N=C(/N)C(C)n3ccnc3)cs2)o1 (stereo unspecified)	1	-14	.
Cc1ccc(-c2nnc3ccc(SCC(=O)Nc4nc(C)cs4)nn23)cc1	17	-6	-7
COc1ccc(Cn2c(CN3CCc4ccccc4C3)n[nH]c2=O)cc1	-2	-1	.
O=C(c1ccc2c3c(cccc13)CC2)C1CCCN(C(=O)CSc2ncccn2)C1 (stereo unspecified)	-2	-2	.
O=C(NCc1ccccn1)c1ccc(-c2cc(-c3cccc4ccccc34)[nH]n2)cc1	0	-8	-9
COC(=O)c1ccc(N=C(C)c2c(C(F)(F)F)[nH]n(-c3nc4ccccc4s3)c2=O)cc1	-11	1	.
CC1=CC=CN2C(=O)NC(C(F)(F)F)(C(F)(F)F)N=C12	9	-3	.

The last two compounds of the part above lead into the next:
structure	NPYLR7 ag	hcGAS lum	mcGAS lum
COC(=O)c1ccc(N=C(C)c2c(C(F)(F)F)[nH]n(-c3nc4ccccc4s3)c2=O)cc1	-11	1	.
CC1=CC=CN2C(=O)NC(C(F)(F)F)(C(F)(F)F)N=C12	9	-3	.
CCN(CC)C(=O)C12CC3CC(CC(C3)C1)C2	6	-6	-4
COC(=O)[C@H]1[C@H]2C[C@H]3c4[nH]c5ccccc5c4CCN3C[C@H]2CC[C@@H]1O	-4&5&-3	-5&1&-1	-4&-2
O=C(NCCc1cccnc1)C1CC=CCC1C(=O)N1CCc2c([nH]c3ccccc23)C1 (stereo unspecified)	2	-3	-5
Cc1cc(-c2nnc(SCC(=O)O)n2C(C)c2ccccc2)on1 (stereo unspecified)	9	-3	-12
CN1CCC(C)(CN(C)C(=O)CCn2cncn2)C1 (stereo unspecified)	-1	-10	.
CC(C)(C)C(=O)N1CCOC(C(=O)O)C1 (stereo unspecified)	-7	-4	.
CCc1nccn1CCC(=O)N1CCC2(CC1)C(=O)NCCN2C	-1	4	.
O=C1CCC(C(=O)N2CCCCCCC2)CN1CCCN1CCOCC1 (stereo unspecified)	0	-10	-10
O=C(COC(=O)c1ccc2ccccc2c1)NCc1ccco1	9	-5	.
O=C(O)CCCc1c[nH]c2ccccc12	-3	-6	-8

The results go on:
structure	NPYLR7 ag	hcGAS lum	mcGAS lum
Cc1cc(=O)n2[nH]c(-c3ccco3)nc2n1	-2	8	.
Cc1nn(C(=O)COc2ccc(C(C)(C)C)cc2)c(C)c1S(=O)(=O)N1CCc2ccccc2C1	-6	-3	.
COc1ccc(C2SCCN2C(=O)c2cc(C(F)(F)F)cc(C(F)(F)F)c2)cc1OCc1ccccc1 (stereo unspecified)	7	-7	-6
CCCCCC(C)n1[nH]c(=O)c2c(C)cc(=O)[nH]c21 (stereo unspecified)	0	-9	.
Cc1ccc(OCc2cn(-c3ccc(Cl)cc3)nn2)cn1	10	-6	.
Cc1cccc(NC(=O)CCN2C(=O)c3ccccc3C2=O)c1	-3	-4	-3
CCOc1ccccc1C1NC(=S)NC(C)=C1C(=O)OC (stereo unspecified)	1	-5	.
Cc1ccc(CN2CCC(CN(C)Cc3cc(CC(C)C)n[nH]3)CC2)o1	6	-7	-10
Cc1ccc(C2=NC(=Cc3cnn(C)c3)C(=O)O2)cc1	3	-10	.
Nc1n[nH]c2ccc(-c3ccnc4[nH]ccc34)cc12	-2	-6	.

More entries follow.
structure	NPYLR7 ag	hcGAS lum	mcGAS lum
c1ccc(-c2nc3c(c(N4CCN(Cc5ccoc5)CC4)n2)CCC3)cc1	-5	-7	-4
COc1ccc(CN2CCN(Cc3ccc(C)s3)CC2CCO)c(F)c1 (stereo unspecified)	4	4	.
O=C1CNC(=O)N1Cc1nc(CCc2ccccc2)nn1-c1ccccn1	-4	-5	-13
CC(C)Oc1ncccc1CNC(=O)C1Oc2ccccc2OC1C (stereo unspecified)	0	-11	-8
Cc1nc(-c2cc(Br)cs2)sc1C(=O)O	-2	0	-6
Cc1nc(-c2ccc(NS(=O)(=O)c3ccc(F)cc3)cc2)cs1	4	-11	.
CCCOC1CCCN(S(=O)(=O)NCc2ccccc2)C1 (stereo unspecified)	-2	-1	.
CCOC(=O)c1nn(-c2ccccc2)c(=O)cc1N1CCN(Cc2ccccc2)CC1	-1	6	.
CC(C)CCN(Cc1ccc(F)cc1F)CC(O)COCc1ccco1 (stereo unspecified)	-3	-3	-5
Cn1c(CN2C(=O)c3ccccc3S2(=O)=O)nc2cc(Cl)ccc21	1	12	.

Going on with the list:
structure	NPYLR7 ag	hcGAS lum	mcGAS lum
Cc1cccc(Cn2c(NCCCO)nc3c2c(=O)[nH]c(=O)n3C)c1	-3	-6	.
CCN(CC)C(=O)CSc1nnc2[nH]c(=O)cc(-c3ccccc3)n12	-11	-1	-7
CC(=O)c1cc(C(=O)N(CCN(C)C)Cc2ccc(C)s2)c(=O)[nH]c1C	4	-1	-14
Cc1nc2n(n1)CCN(S(=O)(=O)c1ccc(OC(F)(F)F)cc1)C2	1	-5	.
c1ccc(-c2noc(CN3CCN(C4CCc5ccccc5C4)CC3)n2)nc1 (stereo unspecified)	3	-3	.
COC(=O)c1c(NC(=O)c2cnn3c(C(F)(F)F)cc(-c4ccccc4)nc23)sc2c1CCC(C(C)(C)C)C2 (stereo unspecified)	-3	-4	-6
O=C1c2ccc(Br)cc2C(=O)N1CN(C(=O)C(F)(F)F)c1ccccc1	-3	-2	-3
Cc1nc2sccn2c1C(=O)NCC1(c2ccc(F)cc2)CCOC1 (stereo unspecified)	-5	-3	-13
Nc1cc(C(F)(F)F)cc2c1OCC(=O)N2	4	-14	.
CCOC(=O)C1(CCCc2ccccc2)CCN(C(=O)c2n[nH]c(CC)c2C)CC1	-6&-3	-3&5	-4&0

Continuation.
structure	NPYLR7 ag	hcGAS lum	mcGAS lum
Cc1sc(NC(=O)C2C3CCC(O3)C2C(=O)O)c(C(=O)OC(C)C)c1-c1ccc(Cl)cc1 (stereo unspecified)	-1	-4	.
Cn1cnnc1SCc1ccc(Cl)c(Cl)c1	0	-6	.
CC1CC(Sc2nnc(N3CCOCC3)n2Cc2ccccc2)C(=O)O1 (stereo unspecified)	5	12	.
COc1ccc(C)cc1-n1c(SCC(=O)NCC2CCCO2)nc2c([nH]c3ccccc32)c1=O (stereo unspecified)	-9	3	-6
COc1ccc(CC(=O)Nc2ccc(SCC(=O)N3CCCC3)nn2)cc1	-4	-9	-8
Cc1cccc(C2CCCN2C(=O)c2cnn3c(C(F)F)cc(C4CC4)nc23)c1 (stereo unspecified)	-4	2	.
COc1ccc(CN(CC(O)COCC(C)C)CC2CCCO2)cc1OC (stereo unspecified)	2	-3	-4
COc1cccc(N2C(=O)CSC2c2cccc(NC(=O)CCl)c2)c1 (stereo unspecified)	-7	-2	-2
CC(=O)N1N=C(C(C)(C)C)CC1c1ccc(N(C)C)cc1 (stereo unspecified)	7	-6	.
N#C/C(=C1\NS(=O)(=O)c2ccccc21)c1nc2ccc(F)cc2c(=O)[nH]1	-1	11	.

(further entries)
structure	NPYLR7 ag	hcGAS lum	mcGAS lum
O=C(c1ccccc1)C1CCCN(C2CCN(C(=O)c3cnccn3)CC2)C1 (stereo unspecified)	1	-4	-11
CCC(C(=O)N(CCN1CCOCC1)CC(=O)N(Cc1ccc(F)cc1)Cc1sccc1C)c1ccccc1 (stereo unspecified)	2	-4	-4
Cc1ncc2c(n1)C[C@@H](Cc1ccccc1)N(CC(=O)OC(C)(C)C)C2=O	22	-5	.
CSc1ccc2c(c1)N(CCC1CCCCN1C)c1ccccc1S2 (stereo unspecified)	-10&-4&-3&3	0&-5&-2&1&-1	-5&-4
CCCS(=O)(=O)N1CCN(c2ncnc3c2nnn3-c2ccc(F)cc2)CC1	-14	-5	-4
CCc1ccc(S(=O)(=O)Nc2ccccc2-n2ncc(C#N)c2N)s1	5	-8	.
CCc1nc2ccc(C(=O)NCCC(C)C)cn2c1N(CCN(C)C)CC1CC1	-6	-10	-3
O=C1CC(NCC2CCCO2)C(=O)N1c1ccc(-c2nc3ccccc3o2)cc1 (stereo unspecified)	-7	3	3
CC(C)(C)COC(=O)N1C[C@@H](F)C[C@H]1CNS(C)(=O)=O	.	-18	-7
O=C(CCc1nc2ccccc2[nH]1)NCC1(O)CCNC1 (stereo unspecified)	3	-3	.

Laid out differently: entries from further up.
Screens in order – NPYLR7 ag, hcGAS lum, mcGAS lum
> CSc1ccc2c(c1)N(CCC1CCCCN1C)c1ccccc1S2 (stereo unspecified)
 : -10&-4&-3&3, 0&-5&-2&1&-1, -5&-4
> CCCS(=O)(=O)N1CCN(c2ncnc3c2nnn3-c2ccc(F)cc2)CC1
 : -14, -5, -4
> CCc1ccc(S(=O)(=O)Nc2ccccc2-n2ncc(C#N)c2N)s1
 : 5, -8, .
> CCc1nc2ccc(C(=O)NCCC(C)C)cn2c1N(CCN(C)C)CC1CC1
 : -6, -10, -3
> O=C1CC(NCC2CCCO2)C(=O)N1c1ccc(-c2nc3ccccc3o2)cc1 (stereo unspecified)
 : -7, 3, 3
> CC(C)(C)COC(=O)N1C[C@@H](F)C[C@H]1CNS(C)(=O)=O
 : ., -18, -7

(list continues)
structure	NPYLR7 ag	hcGAS lum	mcGAS lum
Cc1ccc(CN(CCc2ccccc2)C(=O)CN(CCN2CCCCC2)C(=O)c2ccc(F)cc2)o1	-3	4	-1
COC(=O)C1CCN(S(=O)(=O)c2c(C)c(C)cc(C)c2C)CC1	-2	2	-1
O=C(NCC1CCCO1)c1csc(COc2ccc([N+](=O)[O-])cc2)n1 (stereo unspecified)	39	-10	-5
Cc1ccc2cc(CN3CC[C@H](CO)[C@H](O)C3)c(N3CCOCC3)nc2c1	2	-4	.
CCc1ccc(NC(=O)CN2C(=O)NC(C)(c3ccccc3)C2=O)cc1 (stereo unspecified)	4	-4	-5
